TLR4-MyD88 BLA: blocks binding of human TLR4 to MyD88. AID 861. 200,000 compounds, 0.18% hits. HeLa CL3-4 TLR4/MyD88 BLA complementation, FRET ratio. inhibition, % at 8.4 µM; in the data active = inhibition above about 25%;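 note: 0% = vehicle and 100% = reference inhibitor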
STAT3 act: STAT3 signaling activation | U3A cells, IL-6 STAT3-luciferase reporter, luminescence; 100% = signal with IL-6 EC80 alone | activation (% of control), % at 5.6 µM | 190,000 compounds, 0.91% hits | AID 871;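 active = activation above the screen-wide mean of compound activation plus 3 SD, cut at about 130% in these data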;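 note: 0% = background luminescence of wells with medium and substrate only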
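Detection: reporter luminescence signal / Assay system: STAT1-lacking human U3A cells, STAT3 luciferase reporter / Incubation: compound pre-incubation 1 h before IL-6, then 6 h stimulation at 37 °C / Control set: IL-6-only high control / Read-out: % activation relative to IL-6 control / Probe or stimulus: Interleukin-6, 33 ng/mL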
S1P3 antagonist: S1P3 (human) receptor antagonism; Q99500; CHO S1P3 NFAT-BLA reporter, FRET fluorescence, antagonist mode; inhibition, % at 4.98 µM; 170,000 compounds, 0.27% hits;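 active = inhibition above the plate cutoff, the mean inhibition of test wells on that plate plus 3 SD, cut at about 28% in these data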;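 note: cells challenged with S1P at its EC80 of 0.8 µM; blue over green emission ratio from cleaved BLA substrate after 4 h stimulation; 0% = S1P-stimulated wells and 100% = unstimulated DMSO-only wells; some compounds past the cut are filed as inactive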
Target sequence (Q99500 whole entry, looked up): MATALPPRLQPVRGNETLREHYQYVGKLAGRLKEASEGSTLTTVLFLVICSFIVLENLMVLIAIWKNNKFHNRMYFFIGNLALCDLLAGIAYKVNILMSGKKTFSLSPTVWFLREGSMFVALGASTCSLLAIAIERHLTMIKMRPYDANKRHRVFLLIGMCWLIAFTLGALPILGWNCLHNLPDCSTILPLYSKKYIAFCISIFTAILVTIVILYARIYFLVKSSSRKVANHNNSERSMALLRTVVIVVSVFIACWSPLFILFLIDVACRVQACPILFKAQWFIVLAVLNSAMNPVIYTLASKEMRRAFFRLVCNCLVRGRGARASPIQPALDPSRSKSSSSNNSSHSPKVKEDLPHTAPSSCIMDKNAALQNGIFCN
TR-FRET SRC-2 ct: TR-FRET artefact, counter-screen to PPARgamma/SRC-2 agonist assay | 200,000 compounds, 0.4% hits | TR-FRET ratio at 8 µM | stronger effect = higher value; in the data active = TR-FRET ratio above about 2000; note: inactives centre near 1500
ROMK mod: modulators of human ROMK potassium channel | 130,000 compounds, 2% hits | Tet-inducible ROMK, thallium flux fluorescence; actives lie on both sides | B-score at 10 µM | P48048;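 active = signal ratio slope over the read window, or its plate-corrected B-score, at least 3 SD from the plate mean, either direction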;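 note: B-score of the F/F0 ratio slope over 7 to 12 s after thallium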
Target sequence (P48048 whole entry, looked up): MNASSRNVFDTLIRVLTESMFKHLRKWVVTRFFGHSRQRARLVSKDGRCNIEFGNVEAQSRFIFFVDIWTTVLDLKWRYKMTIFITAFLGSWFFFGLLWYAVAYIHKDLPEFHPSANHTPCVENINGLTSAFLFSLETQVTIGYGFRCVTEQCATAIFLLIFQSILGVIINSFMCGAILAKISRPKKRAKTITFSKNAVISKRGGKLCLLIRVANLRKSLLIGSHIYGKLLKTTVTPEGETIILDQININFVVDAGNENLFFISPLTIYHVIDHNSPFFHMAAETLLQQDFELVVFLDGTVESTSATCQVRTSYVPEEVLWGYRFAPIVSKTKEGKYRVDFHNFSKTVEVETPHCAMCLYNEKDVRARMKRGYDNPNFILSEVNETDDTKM
RAM network inh: blocks the yeast RAM network. S. cerevisiae dse1pr::URA3 reporter, 5-FOA growth OD615, 2 d; analog-sensitive cbk1-as2 kinase mutant strain. inhibition, % at 50 µM. 190,000 compounds, 1.8% hits. AID 868;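 active = inhibition above a set limit, 3 SD over mean compound inhibition, cut at about 8.4% in these data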;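 note: 0% = DMSO-only wells with no growth and 100% = 10 µM 1-NA-PP1 full growth; inhibition rescues growth on 5-FOA so higher OD means more RAM inhibition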
PPARg SRC-2 ag: PPARgamma-driven SRC-2 recruitment agonism; PPARgamma LBD-SRC-2 recruitment, biochemical; P37231; 200,000 compounds, 0.34% hits; activation, % at 8 µM; in the data active = activation above about 22%;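 note: 0% = vehicle and 100% = reference agonist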
PPARg SRC1 recr: agonists of human PPARgamma SRC-1 coactivator recruitment; P37231; activation, % at 8 µM; 200,000 compounds, 0.41% hits; AID 631; PPARgamma-SRC-1 coactivator recruitment biochemical assay; in the data active = activation above about 19%;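 note: 0% = DMSO and 100% = reference agonist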
STAT1 inh: reduces IFN-gamma driven STAT1 reporter signal. NIH 3T3 STAT1-luciferase reporter, luminescence. 200,000 compounds, 0.35% hits. inhibition, % at 5.5 µM;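 active = inhibition above a set limit, the mean inhibition across all tested compounds plus 3 SD, cut at about 34% in these data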;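 note: 0% = IFN-gamma with DMSO and 100% = IFN-gamma with 300 µM nifuroxazide; values of inactives mirror those of a sister screen read the other way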
STAT3 blocker: inhibitors of IL-6 induced STAT3 signaling; U3A cells, IL-6 STAT3-luciferase reporter, luminescence; host cell line lacks STAT1; inhibition, % at 5.5 µM; 190,000 compounds, 0.89% hits;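 active = inhibition above the mean inhibition across all screened compounds plus 3 SD, cut at about 44% in these data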;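 note: 0% = DMSO only wells and 100% = 100 µM nifuroxazide control wells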
PPARg SRC-3 ag: promotes SRC-3 coactivator recruitment by human PPARgamma; P37231; biochemical PPARgamma/SRC-3 coactivator recruitment assay; activation, % at 8 µM; 200,000 compounds, 0.26% hits; AID 731; in the data active = activation above about 23%;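 note: 0% = DMSO and 100% = reference agonist; some compounds past the cut are filed as inactive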
* hit, by the source's call; x = not tested or not shown.

SMILES	TLR4-MyD88 BLA	STAT3 act	S1P3 antagonist	TR-FRET SRC-2 ct	ROMK mod	RAM network inh	PPARg SRC-2 ag	PPARg SRC1 recr	STAT1 inh	STAT3 blocker	PPARg SRC-3 ag
O=C(NC1CCN(Cc2ccccc2)CC1)c1cccc(S(=O)(=O)Nc2cc(C(F)(F)F)ccc2Cl)c1	-1.6	93.0	-3.8	1288	-1.51	2.3	-6.7	-4.6	-0.1	15.8	-0.6
Cc1cc(OCC(=O)C(C)(C)C)c2c(C)c(C)c(=O)oc2c1	-4.9	89.8	12.7	1667	-0.517	2.6	-7.0	9.3	6.7	15.5	-1.7
COCCNC(=O)C1(C)C=CC2(CCCCC2)N1C(=O)c1ccccc1 (stereo not drawn)	-14.4	110.6	-5.9	1521	0.952	-0.4	1.5	2.3	5.0	-15.5	2.9
Cc1cccc(C2c3[nH]c4ccccc4c3CCN2C(=O)c2cc(CC(C)C)[nH]c(=O)n2)n1 (stereo not drawn)	-10.4	127.8	-8.1	1508	0.463	2.5	2.8	5.3	3.0	-30.1	5.5
COc1cc(C(=O)NC(=S)N(CCc2ccccc2)CCc2ccccc2)cc(OC)c1OC	-21.6	91.7	-0.4	1598	3.26*	4.7	2.1	0.4	4.5	10.2	-3.7
CC(=O)c1c(C)[nH]c(C2=NNC(=NC(C)(C)C)SC2)c1C	13.4	110.5	-1.8	1510	0.163	-0.9	-2.1	-0.3	-16.8	-7.0	-3.0
Cc1occc1C(=O)N/N=C/C(Br)=C/c1ccccc1	-6.6	81.0	6.8	1528	-0.766	-0.7	11.1	4.3	-53.9	24.0	6.8
Cc1cccc(NC(=O)CSc2nnc(Cc3ccccc3)o2)c1	-8.4	99.8	-14.9	1590	-0.731	3.4	3.2	7.7	-6.8	0.9	0.6
CCN1CCCC1CNCc1ccccc1OCc1ccc(F)cc1 (stereo not drawn)	-6.8	96.7	x	1653	-1.84	1.3	6.8	1.2	8.9	4.3	6.5
O=C(OCCN1C(=O)c2ccccc2C1=O)c1ccc(S(=O)(=O)N2CCCCCC2)cc1	5.4	101.3	3.7	1579	x	3.0	11.5	5.6	2.0	4.2	3.4
O=C(c1ccco1)N1CCN(c2nc3ccccc3c(=O)n2-c2ccccc2)CC1	-8.1	94.9	-27.2	1795	-0.0508	3.2	-1.9	5.6	-4.2	11.1	-3.4
CCN(CC)C1CCCCC1NS(=O)(=O)c1ccc(Cl)cc1 (stereo not drawn)	0.4	106.3	-10.3	1335	x	0.6	8.8	6.1	0.1	-2.3	10.9
Cc1cccc(Cn2c(SCC(=O)Nc3ccccc3)nc3c2c(=O)[nH]c(=O)n3C)c1	-4.1	100.5	-23.0	1493	x	3.8	-5.3	0.9	-3.9	4.6	3.9
Cc1cccnc1NC(=O)C1COc2ccccc2O1 (stereo not drawn)	5.2	92.1	4.4	1648	-0.274	1.1	-1.6	-0.8	-5.1	15.2	-0.6
CCOc1cc(C=O)c(Br)cc1OC1CCCC1	-17.9	103.3	x	1895	x	-1.6	10.6	11.8	6.2	0.2	22.9
O=c1n(-c2ccccc2)c(=O)n2n1CCCC2	3.7	106.1	-9.7	1497	x	1.6	6.1	3.6	-2.0	-3.1	12.6
c1ccc2c(CSc3ncnc4nc[nH]c34)cccc2c1	-9.5	93.7	-10.0	1352	-1.2	2.8	4.8	-5.5	11.8	15.3	-4.3
COc1ccc(/C=C/C(=O)NNc2c(F)c(F)cc(F)c2F)cc1OC	-2.8	106.8	x	1516	x	2.6	4.2	0.9	-5.1	-4.9	1.4
COc1cccc(C(c2sc3nc(C)nn3c2O)N2CCc3ccccc3C2)c1 (stereo not drawn)	-3.1	99.2	-8.6	1631	x	3.2	-7.5	4.8	4.0	0.1	7.9
CCCc1cc(N2CCCC(C(=O)Nc3c(OC)cccc3OC)C2)n2ncnc2n1 (stereo not drawn)	4.6	103.8	x	1397	0.549	3.5	-7.0	2.4	-0.9	3.3	-4.5

An excerpt of these results, with each value named.
Structure: COc1cc(C(=O)NC(=S)N(CCc2ccccc2)CCc2ccccc2)cc(OC)c1OC
- TLR4-MyD88 BLA: -21.6
- STAT3 act: 91.7
- S1P3 antagonist: -0.4
- TR-FRET SRC-2 ct: 1598
- ROMK mod: 3.26*
- RAM network inh: 4.7
- PPARg SRC-2 ag: 2.1
- PPARg SRC1 recr: 0.4
- STAT1 inh: 4.5
- STAT3 blocker: 10.2
- PPARg SRC-3 ag: -3.7

Structure: Cc1cccc(NC(=O)CSc2nnc(Cc3ccccc3)o2)c1
- TLR4-MyD88 BLA: -8.4
- STAT3 act: 99.8
- S1P3 antagonist: -14.9
- TR-FRET SRC-2 ct: 1590
- ROMK mod: -0.731
- RAM network inh: 3.4
- PPARg SRC-2 ag: 3.2
- PPARg SRC1 recr: 7.7
- STAT1 inh: -6.8
- STAT3 blocker: 0.9
- PPARg SRC-3 ag: 0.6

Compound profiles (already shown). Order of screens: TLR4-MyD88 BLA | STAT3 act | S1P3 antagonist | TR-FRET SRC-2 ct | ROMK mod | RAM network inh | PPARg SRC-2 ag | PPARg SRC1 recr | STAT1 inh | STAT3 blocker | PPARg SRC-3 ag
Results for Cc1cccc(NC(=O)CSc2nnc(Cc3ccccc3)o2)c1 = -8.4 | 99.8 | -14.9 | 1590 | -0.731 | 3.4 | 3.2 | 7.7 | -6.8 | 0.9 | 0.6
Results for COCCNC(=O)C1(C)C=CC2(CCCCC2)N1C(=O)c1ccccc1 (stereo not drawn) = -14.4 | 110.6 | -5.9 | 1521 | 0.952 | -0.4 | 1.5 | 2.3 | 5.0 | -15.5 | 2.9
Results for O=c1n(-c2ccccc2)c(=O)n2n1CCCC2 = 3.7 | 106.1 | -9.7 | 1497 | x | 1.6 | 6.1 | 3.6 | -2.0 | -3.1 | 12.6
Results for Cc1cccc(Cn2c(SCC(=O)Nc3ccccc3)nc3c2c(=O)[nH]c(=O)n3C)c1 = -4.1 | 100.5 | -23.0 | 1493 | x | 3.8 | -5.3 | 0.9 | -3.9 | 4.6 | 3.9

Later entries.
SMILES	TLR4-MyD88 BLA	STAT3 act	S1P3 antagonist	TR-FRET SRC-2 ct	ROMK mod	RAM network inh	PPARg SRC-2 ag	PPARg SRC1 recr	STAT1 inh	STAT3 blocker	PPARg SRC-3 ag
N#CCC(=O)N1CCN(C=O)CC1	-2.3	102.9	1.3	1819	-0.248	2.2	8.1	2.2	-2.3	2.6	2.5
CCCCC(=O)Nc1cccc(NC(=O)CC)c1	-1.8	98.1	-17.4	1424	-0.301	1.3	4.5	-3.3	-2.2	6.6	6.5
Cc1ccc(NC(=O)CSc2ncnc3ccccc23)cc1S(=O)(=O)N1CCCCC1	5.5	96.0	-3.6	1451	-0.994	5.2	0.8	4.7	11.8	9.0	4.8
COc1ccccc1-c1nc2n(n1)C(c1ccc(Cl)cc1)C(C(N)=O)=C(C)N2 (stereo not drawn)	-1.2	117.6	-18.4	1515	x	2.0	2.7	-0.7	2.4	-16.9	0.0
Cc1ccc(NC(=O)C(=O)NN=C2CCCC2)cc1C	-11.6	101.0	-5.2	1507	0.867	0.0	-1.4	0.6	-5.1	3.3	-1.2
CS(=O)(=O)CCC(C(=O)N1CCOCC1)N1C(=O)c2cc(Cl)c(Cl)cc2C1=O (stereo not drawn)	12.4	101.8	8.9	1398	x	0.2	-0.9	-0.3	1.7	2.2	1.3
CC(=O)Nc1ccc2c(c1)C(=O)N(c1ccc(C)cc1)C2=O	4.1	124.2	x	1414	x	3.9	-7.5	-4.7	-21.7	-24.8	-4.1
CN(C)c1nc(NCc2ccccc2)nc(SCC(=O)Nc2ccccc2Cl)n1	-2.8	102.5	8.9	1686	-0.123	7.4	3.9	-5.8	6.9	-5.7	3.1
CC(NC(=O)Nc1cccc([N+](=O)[O-])c1)(C(F)(F)F)C(F)(F)F	12.0	102.6	x	1311	x	0.8	-2.4	4.7	2.0	3.0	3.0
COc1ccc(C(=O)COC(=O)CNS(=O)(=O)c2ccc(C)cc2)cc1	-14.2	99.5	-7.8	1625	x	2.5	1.4	-0.2	-0.1	0.0	0.6
CC(=O)Nc1cc(Cl)c(N=Cc2ccc(O)cc2O)cc1Cl	-5.6	92.1	-11.4	1583	1.22	0.0	2.4	3.9	-3.5	14.1	6.3
CCOC(=O)C1=C(C)OC(N)=C(C#N)C1C1CCCCC1 (stereo not drawn)	9.6	107.8	-22.3	1404	x	1.4	-2.2	-1.6	-0.9	-2.4	0.0
N#Cc1ccccc1NC(=O)Nc1cccc(Cl)c1	-5.9	99.3	x	1529	-0.347	3.4	3.6	-0.3	-3.3	1.0	3.3
COc1ccc(CNCCc2ccccc2)cc1OCC(N)=O	-7.1	103.9	x	1635	x	0.7	-3.8	-2.0	-4.7	6.8	-5.7
Cc1cc(/C=N/NC(=O)c2ccccc2F)c(C)n1-c1ccccc1	-2.9	77.3	1.9	1606	4.19*	1.0	7.5	9.9	-33.6	30.6	4.7
O=C(CNC(=O)c1ccccc1F)OCC(=O)N1CCCCC1	-2.9	104.7	-16.9	1612	x	-0.5	3.9	1.5	-3.6	-11.0	-3.3
COc1ccc(CCNc2oc(-c3ccc(C)cc3)nc2C#N)cc1OC	-6.2	90.7	-28.9	1651	x	1.1	-0.4	2.6	7.0	11.6	1.9
CN(CC(=O)NCc1cccs1)S(=O)(=O)c1cccc2cccnc12	1.6	95.6	-23.9	1687	x	2.6	3.4	-2.4	1.5	10.1	9.7
O=C(NCc1ccco1)C1CCN(c2ccc(N3CCOCC3)nn2)CC1	-5.7	98.0	-0.5	1491	x	1.5	0.3	-4.3	-4.2	7.6	9.0
CC1(C)CC(=O)C(C=NCCN2CCN(C(=O)CC3CCCC3)CC2)=C(O)C1	13.3	109.1	8.4	1544	0.0808	-0.3	-7.9	-1.5	-2.8	-5.8	-10.0
O=C1NC(NS(=O)(=O)c2ccc(Cl)cc2)(C(F)(F)F)C(=O)N1c1ccccc1 (stereo not drawn)	-1.7	96.7	-4.2	1522	0.416	0.9	-11.4	3.9	1.2	1.8	-0.7

For convenience, part of the list above:
SMILES	TLR4-MyD88 BLA	STAT3 act	S1P3 antagonist	TR-FRET SRC-2 ct	ROMK mod	RAM network inh	PPARg SRC-2 ag	PPARg SRC1 recr	STAT1 inh	STAT3 blocker	PPARg SRC-3 ag
Cc1cc(/C=N/NC(=O)c2ccccc2F)c(C)n1-c1ccccc1	-2.9	77.3	1.9	1606	4.19*	1.0	7.5	9.9	-33.6	30.6	4.7
O=C(CNC(=O)c1ccccc1F)OCC(=O)N1CCCCC1	-2.9	104.7	-16.9	1612	x	-0.5	3.9	1.5	-3.6	-11.0	-3.3

High-throughput results as filed in PubChem.
